Screening data: PubChem BioAssay, Sanford-Burnham Center for Chemical Genomics
SENP1 inh = blocks the human SENP1 SUMO protease catalytic domain | recombinant SENP1 catalytic domain, CyPet-SUMO1-YPet FRET cleavage | 360,000 tested, 0.21% active | Q9P0U3 | inhibition, % at 10 µM;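 active means inhibition at least 30% at 10 µM, raw YFP signal under a set limit, fluorescence ratio 0.5 to 1.5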;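 further: 0% = enzyme with DMSO and 100% = no enzyme wells; some results filed as inactive read as strong as hits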
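Test system: human SENP1 catalytic domain; medium: Tris pH 8 buffer plus EDTA, NaCl, BME, BSA, NP40, catalase; incubation: 50 min reaction at room temperature; technique: FRET, CFP and YFP emission; controls: no-enzyme low control and enzyme-plus-DMSO high control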
SENP7 inh = SENP7 protease inhibition; recombinant SENP7, Z-RLRGG-aminoluciferin luminescence, 40 min; inhibition, % at 5 µM; 330,000 tested, 1.5% active; AID 434973;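 active means inhibition above about 50% at the single test dose, limit read from the data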;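 further: plate controls were DMSO with enzyme for no effect and no enzyme buffer wells for full effect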
Target sequence (Q9BQF6 706-1050 limits assumed): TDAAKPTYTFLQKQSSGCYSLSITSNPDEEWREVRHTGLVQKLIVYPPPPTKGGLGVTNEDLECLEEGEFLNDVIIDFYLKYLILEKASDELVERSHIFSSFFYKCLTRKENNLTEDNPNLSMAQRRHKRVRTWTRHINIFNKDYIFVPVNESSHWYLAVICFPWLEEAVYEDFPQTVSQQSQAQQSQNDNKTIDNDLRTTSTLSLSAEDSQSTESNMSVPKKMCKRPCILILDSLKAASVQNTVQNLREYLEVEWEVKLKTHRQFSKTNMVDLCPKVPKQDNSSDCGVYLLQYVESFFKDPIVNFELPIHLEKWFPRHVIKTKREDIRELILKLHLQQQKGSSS
SENP8 block-1 = inhibitors of human SENP8 protease | recombinant SENP8, Nedd8 substrate fluorescence | 360,000 tested, 0.64% active | AID 602440 | inhibition, % at 20 µM; in the data active means inhibition mostly above about 40%, no sharp cut-off; inactive means mostly below about 27%
Target sequence (Q96LD8 whole entry, looked up): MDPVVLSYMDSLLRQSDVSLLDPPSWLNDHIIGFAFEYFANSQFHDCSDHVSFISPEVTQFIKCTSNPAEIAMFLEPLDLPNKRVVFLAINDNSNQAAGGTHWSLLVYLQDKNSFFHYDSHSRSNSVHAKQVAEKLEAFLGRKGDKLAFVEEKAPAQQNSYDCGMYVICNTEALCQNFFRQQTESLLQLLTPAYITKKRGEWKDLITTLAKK
NLRP3 yeast inh = inhibitors of NALP3 inflammasome in yeast. Yeast reconstituted NLRP3/ASC/caspase-1, beta-gal luminescence, 24 h. inhibition, % at 10 µM. 330,000 tested, 0.39% active. AID 2825;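 active means inhibition of 50% or more; inactive means inhibition below 50%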;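 further: plate controls were induced DMSO wells for no effect and uninduced yeast grown without galactose for full effect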
SENP6 block = blocks the human protease SENP6; Q9GZR1; Recombinant SENP6 catalytic domain, aminoluciferin luminescence; inhibition, % at 10 µM; 330,000 tested, 1.8% active; AID 2599;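 active means inhibition above about 50% at the single tested dose, limit read from the data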;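 further: plate controls were DMSO wells with enzyme for no effect and DMSO wells lacking enzyme for full effect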
Target sequence (Q9GZR1 628-1112 limits assumed): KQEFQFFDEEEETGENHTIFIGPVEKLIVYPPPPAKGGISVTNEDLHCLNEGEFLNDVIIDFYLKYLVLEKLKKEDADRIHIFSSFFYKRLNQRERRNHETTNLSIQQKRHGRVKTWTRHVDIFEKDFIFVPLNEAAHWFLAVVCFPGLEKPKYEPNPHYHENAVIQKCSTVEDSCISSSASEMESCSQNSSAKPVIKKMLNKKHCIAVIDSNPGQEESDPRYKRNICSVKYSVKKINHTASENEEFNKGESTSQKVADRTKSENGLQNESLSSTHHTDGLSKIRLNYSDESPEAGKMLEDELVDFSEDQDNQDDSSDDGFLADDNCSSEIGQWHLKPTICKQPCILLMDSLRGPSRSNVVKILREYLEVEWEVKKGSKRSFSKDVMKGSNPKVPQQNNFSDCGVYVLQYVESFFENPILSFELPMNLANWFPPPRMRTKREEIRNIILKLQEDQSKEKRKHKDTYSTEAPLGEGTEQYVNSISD
SENP8 block-2 = blocks the human protease SENP8; Q96LD8; purified SENP8, Z-RLRGG-aminoluciferin cleavage, luminescence; inhibition, % at 10 µM; 330,000 tested, 1.2% active; AID 2540; in the data active means inhibition above about 50%
PfG6PD inh = PfG6PD (Plasmodium falciparum) enzyme inhibition; PfGluPho enzyme, NADPH resazurin-diaphorase fluorescence; inhibition, % at 20 µM; 350,000 tested, 0.78% active; AID 504690;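 active means inhibition reaching at least a set limit at 20 µM in the primary screen, cut at about 59% in these data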;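 further: 0% = DMSO wells with substrate and 100% = DMSO wells lacking glucose-6-phosphate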
Apaf-1 inh = blocks human Apaf-1 apoptosome activity; O14727; reconstituted apoptosome caspase-3 activity, DEVD-Rh110 fluorescence; inhibition, % at 20 µM; 330,000 tested, 0.71% active; AID 489030; active means inhibition of at least 40% at 20 µM;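 further: plate controls were DMSO wells for no effect and DEVD-CHO caspase inhibitor wells for full effect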
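Material: reconstituted apoptosome with Apaf-1, cytochrome c, caspase-9, procaspase-3, dATP / Buffer or medium: pH 7.5 Hepes buffer with CHAPS, BSA, DTT / Also added: cytochrome c with DEVD-Rh110 / Schedule: compound with Apaf-1, dATP, procaspase-3 30 min, then 50 min reaction, room temperature / Technique: rhodamine 110 fluorescence at Ex 480/Em 540 nm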
HKDC1 inhibitor = blocks human hexokinase HKDC1 activity; Q2TB90; recombinant HKDC1, G6PDH/diaphorase resazurin coupled fluorescence; inhibition, % at 20 µM; 340,000 tested, 0.16% active; AID 493160;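 active means inhibition above about 35% when tested at 20 µM, limit read from the data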;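 further: plate controls were DMSO wells with enzyme for no effect and DMSO wells lacking enzyme for full effect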
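Test system: Recombinant HKDC1 (HK5) hexokinase enzyme, produced in-house | Input: HKDC1 at 5 µg/mL | Buffer or medium: Tris pH 8.0 buffer with MgCl2, Tween-20, BSA, BME | Schedule: 90 min reaction incubation at room temperature, dark | Technique: Resazurin-to-resorufin fluorescence via G6PDH and diaphorase coupling, 525/613 nm | Controls: DMSO wells with and without enzyme mix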
* hit, by the source's call; · = not tested or not shown.

Assay codes – A = SENP1 inh; B = SENP7 inh; C = SENP8 block-1; D = NLRP3 yeast inh; E = SENP6 block; F = SENP8 block-2; G = PfG6PD inh; H = Apaf-1 inh; I = HKDC1 inhibitor
Cc1ccc(NC(=O)C(C)Sc2nnc(C)n2CC2CCCO2)cc1 (stereo unspecified)
  A: 0 | B: 0 | C: 10 | D: 4 | E: -12 | F: -3 | G: -12 | H: -9 | I: -3
COc1ccc(NC(=S)Nc2ccccc2Cl)cn1
  A: 0 | B: 40 | C: 2 | D: -2 | E: 31 | F: 10 | G: 18 | H: 16 | I: -5
COc1cc(N(C)C)c([N+](=O)[O-])cc1C(=O)NC(C)CNc1ccc([N+](=O)[O-])cc1Cl (stereo unspecified)
  A: -2 | B: -8 | C: 42* | D: 8 | E: -22 | F: -13 | G: -1 | H: 5 | I: 8
COc1ccc(N2CCC(N3CCN(C)C(CCO)C3)CC2)cc1 (stereo unspecified)
  A: -1 | B: -5 | C: 5 | D: 10 | E: -6 | F: -7 | G: 22 | H: -1 | I: -5
COc1cc2c(cc1OC)C(c1cc(Br)ccc1F)N(C(=O)CCl)CC2 (stereo unspecified)
  A: 2 | B: 3 | C: 18 | D: -10 | E: 3 | F: -2 | G: 7 | H: 9 | I: 38*
O=C(Oc1ccccc1C(=S)N1CCCCC1)c1cc([N+](=O)[O-])cc([N+](=O)[O-])c1
  A: 1 | B: 3 | C: 33 | D: -3 | E: 5 | F: 5 | G: 55 | H: -3 | I: -6
COc1ccc(S(=O)(=O)Nc2ccc(S(=O)(=O)N3CCCCC3)cc2)cc1C
  A: 0 | B: -6 | C: 16 | D: 6 | E: -1 | F: 2 | G: -14 | H: 3 | I: -7
Clc1ccc(Nc2ccc(NCc3ccccc3)nn2)cc1
  A: -3 | B: -2 | C: -62 | D: 35 | E: -11 | F: 3 | G: 26 | H: 7 | I: 1
CCCN(CCO)Cc1ccc(F)c(Br)c1
  A: 0 | B: -1 | C: 6 | D: 5 | E: 1 | F: -3 | G: 6 | H: -7 | I: 7
CCOC(=O)c1cnc2cc(F)c(F)cc2c1N1CCN(C)CC1
  A: -31 | B: 2 | C: 1 | D: 10 | E: -14 | F: 2 | G: · | H: 5 | I: ·
Cc1occc(=O)c1OC(=O)Nc1ccccc1
  A: -3 | B: 4 | C: 3 | D: 6 | E: 29 | F: 11 | G: 2 | H: -17 | I: 4
CN(C)CCCNC(=O)CC(c1ccccc1)c1ccccc1O (stereo unspecified)
  A: 0 | B: 3 | C: 30 | D: 3 | E: -12 | F: -1 | G: -16 | H: 0 | I: -16
COc1ccc(N2CC(C(=O)N[C@@H](C)C(=O)NCc3ccccc3OC)CC2=O)cc1 (stereo partly specified)
  A: 0 | B: -4 | C: 6 | D: 0 | E: 11 | F: 5 | G: 13 | H: 8 | I: 2
CCC(C)[C@H](NC(=O)N1CC(=O)Nc2ccccc21)C(=O)N[C@@H](C(=O)O)c1ccccc1 (stereo partly specified)
  A: -17 | B: -8 | C: -4 | D: 4 | E: -11 | F: 3 | G: 0 | H: -7 | I: 4
O=C1CCC(C(=O)N2CCC(O)(c3ccccc3)CC2)CN1CCc1ccccc1 (stereo unspecified)
  A: 0 | B: -2 | C: 9 | D: 9 | E: -5 | F: 1 | G: 2 | H: -2 | I: -8
CCC(CC)C(=O)Nc1cccc(C(=O)N2CCOCC2)c1
  A: 1 | B: 0 | C: 12 | D: 16 | E: -15 | F: -4 | G: -4 | H: -26 | I: -11
OCC[C@@H]1C[C@H](O)[C@@H](O)[C@]2(CCCCO2)O1
  A: 2 | B: 13 | C: 8 | D: 12 | E: -11 | F: -15 | G: -9 | H: -7 | I: 0
O=C(NNC(=O)C1CCCO1)c1ccc(F)cc1 (stereo unspecified)
  A: 0 | B: 8 | C: 4 | D: 5 | E: 7 | F: 5 | G: -14 | H: -1 | I: -12
COc1ccc(-c2c(C)oc3c(CN4CCCCC4C)c(O)ccc3c2=O)cc1OC (stereo unspecified)
  A: -10 | B: -15 | C: -380 | D: 9 | E: -14 | F: -9 | G: -9 | H: 9 | I: 0
CSc1nc(C)cc(OCC#N)n1
  A: 1 | B: 3 | C: 16 | D: -16 | E: 2 | F: 5 | G: -11 | H: -1 | I: -3
COc1cc(/C=C2\N=C3CCCCCN3C2=O)ccc1O
  A: 37* | B: -15 | C: -10 | D: 2 | E: -26 | F: -5 | G: -7 | H: -14 | I: 2
O=C1c2ccccc2-n2c1nc1ccccc1c2=O
  A: 0 | B: 15 | C: 9 | D: 8 | E: 17 | F: 17 | G: 3 | H: 6 | I: 12
COc1ccc(NC(=S)N(Cc2ccc(Cl)cc2)Cc2ccc(C(=O)O)cc2)cc1Cl
  A: 3 | B: -1 | C: 10 | D: 11 | E: -3 | F: -9 | G: 11 | H: 15 | I: -2
CCC(=O)Nc1cc(NC(=O)CSc2nnc(C(C)C)n2CC)ccc1C
  A: 0 | B: 3 | C: 29 | D: 11 | E: 2 | F: 1 | G: 4 | H: -12 | I: -2
COc1cc(CCC(=O)OCC(=O)Nc2ccc(F)c(F)c2)cc(OC)c1OC
  A: -1 | B: 2 | C: 1 | D: 12 | E: -2 | F: -14 | G: 17 | H: 4 | I: -8

A second format for some results above:
Each structure is followed by: SENP1 inh | SENP7 inh | SENP8 block-1 | NLRP3 yeast inh | SENP6 block | SENP8 block-2 | PfG6PD inh | Apaf-1 inh | HKDC1 inhibitor
> CCCN(CCO)Cc1ccc(F)c(Br)c1
  0 | -1 | 6 | 5 | 1 | -3 | 6 | -7 | 7
> Cc1occc(=O)c1OC(=O)Nc1ccccc1
  -3 | 4 | 3 | 6 | 29 | 11 | 2 | -17 | 4
> COc1cc(CCC(=O)OCC(=O)Nc2ccc(F)c(F)c2)cc(OC)c1OC
  -1 | 2 | 1 | 12 | -2 | -14 | 17 | 4 | -8
> COc1ccc(NC(=S)N(Cc2ccc(Cl)cc2)Cc2ccc(C(=O)O)cc2)cc1Cl
  3 | -1 | 10 | 11 | -3 | -9 | 11 | 15 | -2
> O=C(Oc1ccccc1C(=S)N1CCCCC1)c1cc([N+](=O)[O-])cc([N+](=O)[O-])c1
  1 | 3 | 33 | -3 | 5 | 5 | 55 | -3 | -6
> CSc1nc(C)cc(OCC#N)n1
  1 | 3 | 16 | -16 | 2 | 5 | -11 | -1 | -3

Whole records, quoted from the list:
COc1ccc(N2CC(C(=O)N[C@@H](C)C(=O)NCc3ccccc3OC)CC2=O)cc1 (stereo partly specified) as listed: SENP1 inh: 0; SENP7 inh: -4; SENP8 block-1: 6; NLRP3 yeast inh: 0; SENP6 block: 11; SENP8 block-2: 5; PfG6PD inh: 13; Apaf-1 inh: 8; HKDC1 inhibitor: 2
CCC(CC)C(=O)Nc1cccc(C(=O)N2CCOCC2)c1 as listed: SENP1 inh: 1; SENP7 inh: 0; SENP8 block-1: 12; NLRP3 yeast inh: 16; SENP6 block: -15; SENP8 block-2: -4; PfG6PD inh: -4; Apaf-1 inh: -26; HKDC1 inhibitor: -11

Continuation:
Assay codes – A = SENP1 inh; B = SENP7 inh; C = SENP8 block-1; D = NLRP3 yeast inh; E = SENP6 block; F = SENP8 block-2; G = PfG6PD inh; H = Apaf-1 inh; I = HKDC1 inhibitor
Cc1cc(C)c(COCc2cc(/C=N/O)c(C)cc2C)cc1/C=N/O
  A: 0 | B: 4 | C: 17 | D: 21 | E: 4 | F: -8 | G: 26 | H: 21 | I: -8
Cc1nnc(NC(=O)C2CCCO2)s1 (stereo unspecified)
  A: 1 | B: 1 | C: 21 | D: 15 | E: 11 | F: 1 | G: 6 | H: 0 | I: -1
C/C(=N/OC(=O)c1ccccc1)c1oc(C)nc1C
  A: 3 | B: 78* | C: 20 | D: 11 | E: 62* | F: 48 | G: -1 | H: -19 | I: 0
COc1ccc(-c2csc3ncnc(N4CCN(c5cccc(Cl)c5)CC4)c23)cc1
  A: -5 | B: -1 | C: -2 | D: 9 | E: -10 | F: -3 | G: 21 | H: 11 | I: 1
Cc1cccc(NCc2ccc(N(C)C)cc2)n1
  A: -2 | B: 23 | C: 18 | D: 20 | E: 26 | F: -1 | G: 14 | H: 4 | I: -3
CN(C(=O)COC(=O)c1ccc(Br)o1)c1c(N)n(Cc2ccccc2)c(=O)[nH]c1=O
  A: 0 | B: 2 | C: 4 | D: 12 | E: 7 | F: -9 | G: -2 | H: 1 | I: 2
CCOC(=O)c1c(C2CC2)csc1NC(=O)COC(=O)c1ccc[n+]([O-])c1
  A: 0 | B: 1 | C: -35 | D: 11 | E: -19 | F: -3 | G: -2 | H: 7 | I: -7
O=S(=O)(c1ccc(SCc2ccccc2)nc1)N1CCCCCC1
  A: -1 | B: -11 | C: 11 | D: 21 | E: -7 | F: -5 | G: -5 | H: 0 | I: 1
O=C(Nc1ccncc1)C1CCN(S(=O)(=O)c2c(Cl)cccc2Cl)CC1
  A: 1 | B: 1 | C: 6 | D: 19 | E: -17 | F: -8 | G: -15 | H: 4 | I: -1
O=[N+]([O-])c1cc(S(=O)(=O)N2CCCC2)ccc1N/N=C/c1cccnc1
  A: 3 | B: -8 | C: 8 | D: 8 | E: -13 | F: -4 | G: 0 | H: 15 | I: 0
O=C1CCCN1C(=O)COc1ccccc1[N+](=O)[O-]
  A: 2 | B: 14 | C: 6 | D: 9 | E: 5 | F: -2 | G: -6 | H: 4 | I: 1
Cc1cc(C)c(OCC(=O)OC(C)C(=O)NCc2ccccc2)c(C)c1 (stereo unspecified)
  A: 3 | B: 6 | C: 15 | D: -1 | E: -10 | F: -4 | G: 6 | H: 14 | I: -4
CCOc1ccc(C2C(C#N)=C(N)Oc3nc[nH]c(=O)c32)cc1OC (stereo unspecified)
  A: -8 | B: -6 | C: -19 | D: -15 | E: -5 | F: -8 | G: -10 | H: -2 | I: -2
Cc1ccc(CNC(=O)CSc2nc3ccsc3c(=O)n2Cc2ccccn2)cc1
  A: -11 | B: -2 | C: 0 | D: 9 | E: 2 | F: 0 | G: 13 | H: -5 | I: -1
O=C(NCc1ccco1)[C@@H]1CCCN1C(=O)c1cccs1
  A: 0 | B: 5 | C: 1 | D: 16 | E: -7 | F: -4 | G: 1 | H: -10 | I: -7
O=C(c1cc(COc2c(F)cccc2F)on1)N(Cc1ccccc1)CC1CC1
  A: 0 | B: 7 | C: 8 | D: 4 | E: 7 | F: -7 | G: 11 | H: 15 | I: 0
COc1ccc(Cl)c2sc(N3CCN(C(C)=O)CC3)nc12
  A: 0 | B: -3 | C: 5 | D: 10 | E: 4 | F: -1 | G: 2 | H: -15 | I: -5
COc1cccc(N2CC(NS(=O)(=O)c3cccs3)CC2=O)c1 (stereo unspecified)
  A: 1 | B: -2 | C: 10 | D: 0 | E: -9 | F: -3 | G: 7 | H: 7 | I: -2
CCOc1ccc(S(=O)(=O)N2CCN=C2c2ccccc2)cc1
  A: 2 | B: 6 | C: 2 | D: 0 | E: -7 | F: -5 | G: 8 | H: 2 | I: 0
